Source: PubChem BioAssay (several laboratories)
EphB4 ephrin blk = blocks human EphB4 binding to ephrin-B2. P54760. EphB4 LBD / TNYL-RAW-Alexa532 peptide, fluorescence polarization. inhibition, % at 7 µM. actives 0.15% (n = 97,000). AID 720;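 active = inhibition above the screen-wide mean inhibition plus 3 SD, cut at about 15% in these data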;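 also: 0% = DMSO wells and 100% = excess unlabeled TNYL-RAW peptide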
Target sequence (P54760 whole entry, looked up, the tested form may be a part): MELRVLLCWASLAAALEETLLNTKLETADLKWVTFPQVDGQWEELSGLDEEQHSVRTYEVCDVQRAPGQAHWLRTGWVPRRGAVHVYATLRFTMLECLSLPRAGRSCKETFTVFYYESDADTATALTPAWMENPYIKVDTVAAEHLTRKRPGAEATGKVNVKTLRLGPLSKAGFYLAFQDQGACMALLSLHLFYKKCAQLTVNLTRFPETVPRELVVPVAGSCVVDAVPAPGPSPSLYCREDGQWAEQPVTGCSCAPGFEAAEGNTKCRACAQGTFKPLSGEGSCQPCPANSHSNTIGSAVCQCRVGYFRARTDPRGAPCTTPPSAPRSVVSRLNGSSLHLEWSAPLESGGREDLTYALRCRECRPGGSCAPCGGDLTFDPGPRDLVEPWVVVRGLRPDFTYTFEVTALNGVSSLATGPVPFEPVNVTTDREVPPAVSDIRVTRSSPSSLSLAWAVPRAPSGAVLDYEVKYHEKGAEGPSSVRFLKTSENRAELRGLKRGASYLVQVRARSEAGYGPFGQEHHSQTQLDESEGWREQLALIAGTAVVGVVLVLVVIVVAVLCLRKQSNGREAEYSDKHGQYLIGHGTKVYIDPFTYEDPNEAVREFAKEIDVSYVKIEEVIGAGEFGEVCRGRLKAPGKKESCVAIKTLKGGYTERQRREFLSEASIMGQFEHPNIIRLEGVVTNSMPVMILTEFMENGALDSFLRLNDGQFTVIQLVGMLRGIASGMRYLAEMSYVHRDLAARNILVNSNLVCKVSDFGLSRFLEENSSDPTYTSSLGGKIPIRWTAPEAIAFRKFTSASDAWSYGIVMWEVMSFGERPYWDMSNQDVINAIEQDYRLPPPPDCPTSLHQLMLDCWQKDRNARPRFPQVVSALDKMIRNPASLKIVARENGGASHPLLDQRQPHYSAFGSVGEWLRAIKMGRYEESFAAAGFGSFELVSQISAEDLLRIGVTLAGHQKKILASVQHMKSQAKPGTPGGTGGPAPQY
PLAP activator = activators of human placental alkaline phosphatase | P05187 | purified PLAP enzyme, luminescent substrate read-out; stronger effect = higher value | activation fold at 20 µM | actives 1.2% (n = 96,000) | AID 696; in the data active = activation fold above about 2
PTK2B oligo ant = antagonists of human Pyk2 oligomerization; Q14289; Q293 cells, Pyk2 FERM NanoBiT luminescence; stronger effect = lower value; z-score (the deposit names both 25 µM and 10 µM); actives 0.83% (n = 99,000);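 active = Z-score of -3 or lower, scaled per plate to the spread of control and sample wells; inactive = z-score above -3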;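 also: negative z-score means lost luminescence so less FERM oligomerization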
CYP2C9 act = CYP2C9 (human) activation. P11712. recombinant CYP2C9, luciferin-H conversion, luminescence; stronger effect = higher value; factor 1 = untreated enzyme, 0 = blocked. activation factor at 5 µM. actives 1.4% (n = 96,000);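 active = activation factor of 2 or more for CYP2C9 at a 5 µM dose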;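 also: 0 = sulfaphenazole-blocked wells and 1 = vehicle-only wells; values of inactives mirror those of a sister screen read the other way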
PostGolgi yeast = growth inhibition of a yeast mutant, post-Golgi transport screen; post-Golgi transport phenotypic cell assay; inhibition, % at 10 µM; actives 0.9% (n = 98,000); AID 739; in the data active = inhibition above about 30%;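 also: yeast cells grown in 1536-well plates; yeast grown about 18 h at 30C before absorbance read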
CYP2C19 act = cytochrome P450 2C19 (human) activation; recombinant CYP2C19, luciferin-H EGE luminescence; stronger effect = higher value; 0 = fully inhibited enzyme, 1 = untreated enzyme; activation factor at 5 µM; 96,000 tested, under 10 active;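 active = activation factor of at least 2 at 5 µM in the primary screen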;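 also: 0 = wells with 2.5 mM tranylcypromine and 1 = vehicle-only wells; values of inactives mirror those of a sister screen read the other way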
E coli WT exp = E. coli BW25113 growth inhibition, expanded screen; OD600 absorbance; growth inhibition, % at 100 µM; actives 0.15% (n = 98,000); AID 710;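 active = growth inhibition above about 50% at one test dose, limit read from the data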;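 also: growth measured after 20 h incubation at 37 °C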
CYP2C9 inh = human CYP2C9 inhibition. actives 20% (n = 96,000). CYP2C9 Supersomes, luciferin-H conversion, luminescence. inhibition, % at 5 µM;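 active = blocking of liver enzyme CYP2C9 beyond about 50% at 5 µM, limit read from the data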; also: values of inactives mirror those of a sister screen read the other way
CYP2C19 inh = human CYP2C19 inhibition; CYP2C19 Supersomes, luciferin-H EGE luminescence, 30 min; AID 778; actives 21% (n = 96,000); inhibition, % at 5 µM; P33261;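 active = CYP2C19 inhibition above a set limit at 5 µM in the primary screen, cut at about 50% in these data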;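 also: plate controls were negative control wells for no effect and 2.5 mM tranylcypromine positive control for full effect; values of inactives mirror those of a sister screen read the other way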
* hit, by the source's call; nt = not tested or not shown.

The opening 5 compounds, ahead of the listing:
Values in the order – EphB4 ephrin blk	PLAP activator	PTK2B oligo ant	CYP2C9 act	PostGolgi yeast	CYP2C19 act	E coli WT exp	CYP2C9 inh	CYP2C19 inh
(1) Cc1ccc(C)c(NC2=C(Cl)C(=O)OC2OC(=O)c2ccco2)c1 (stereo not drawn)
    -5	1	-1.4	0.4	-1	0.2	12	58*	76*
(2) O=C(OCC(=O)N1CCN(c2ccccc2)CC1)c1ccc2ccccc2n1
    6	0.8	0.42	2.3*	0	1	2	-130	-1
(3) O=C(NCCc1ccccc1)c1c(O)c2cccc3c2n(c1=O)CC3
    -2	1	1.4	0.8	13	0.9	16	21	8
(4) CC(C)(C)c1ccc(-c2nc(C#N)c(NCc3ccncc3)o2)cc1
    1	1.4	-2.2	0.3	9	0.8	2	67*	25
(5) Cc1cc(C)c(C(N)=O)c(NC(=O)Nc2ccccc2Cl)n1
    5	0.9	1.4	0.8	0	1	-5	16	2

The listing, previewed entries included:
Values in the order – EphB4 ephrin blk	PLAP activator	PTK2B oligo ant	CYP2C9 act	PostGolgi yeast	CYP2C19 act	E coli WT exp	CYP2C9 inh	CYP2C19 inh
(1) Cc1ccc(C)c(NC2=C(Cl)C(=O)OC2OC(=O)c2ccco2)c1 (stereo not drawn)
    -5	1	-1.4	0.4	-1	0.2	12	58*	76*
(2) O=C(OCC(=O)N1CCN(c2ccccc2)CC1)c1ccc2ccccc2n1
    6	0.8	0.42	2.3*	0	1	2	-130	-1
(3) O=C(NCCc1ccccc1)c1c(O)c2cccc3c2n(c1=O)CC3
    -2	1	1.4	0.8	13	0.9	16	21	8
(4) CC(C)(C)c1ccc(-c2nc(C#N)c(NCc3ccncc3)o2)cc1
    1	1.4	-2.2	0.3	9	0.8	2	67*	25
(5) Cc1cc(C)c(C(N)=O)c(NC(=O)Nc2ccccc2Cl)n1
    5	0.9	1.4	0.8	0	1	-5	16	2
(6) Cc1ccc(OCc2cc(C(=O)Nc3ccccc3)oc2C)cc1
    -5	1	2	0.8	-12	0.8	-2	21	15
(7) Cc1nn(C)c(Cl)c1NC(=O)OCc1ccc(F)cc1
    3	0.8	0.46	0.9	-2	0.7	4	14	34
(8) CCc1nc(SCC(=O)Nc2cc(C)on2)n[nH]1
    1	1.1	1.5	1	2	0.9	3	3	8
(9) Cc1ccc2nc(-c3ccc(NC(=O)C4CCCO4)cc3)[nH]c2c1 (stereo not drawn)
    3	1.4	-0.19	0.5	-6	0.4	-10	54*	62*
(10) NC(=O)CNC(=O)C1CCCc2c1[nH]c1ccc(Cl)cc21 (stereo not drawn)
    -1	1.1	0.27	0.5	-1	0.9	6	50*	10

Single values from above:
In E coli WT exp, O=C(NCCc1ccccc1)c1c(O)c2cccc3c2n(c1=O)CC3 reads 16
In EphB4 ephrin blk, CCc1nc(SCC(=O)Nc2cc(C)on2)n[nH]1 reads 1

Remaining list, next part
Values in the order – EphB4 ephrin blk	PLAP activator	PTK2B oligo ant	CYP2C9 act	PostGolgi yeast	CYP2C19 act	E coli WT exp	CYP2C9 inh	CYP2C19 inh
(11) O=C(O)CC1=C(O)C(=O)N(c2ccccc2)C1c1ccccc1 (stereo not drawn)
    nt	1	-0.28	1.1	-4	0.9	2	-9	8
(12) Cc1nn(C)c(C)c1NC(=O)c1ccnn1C
    -4	0.9	1.1	1.1	3	1	2	-7	-1
(13) COC(=O)[C@H](CC(C)C)NC(=O)Nc1ccc2c(c1)OCCO2
    3	0.9	-0.1	0.9	-3	0.6	-4	7	42
(14) O=C(O)c1ccnc(C(=O)O)c1
    -12	1.2	0.3	1.1	17	1.1	-1	-9	-12
(15) FC(F)(F)c1cnc(Nc2ccc(N3CCOCC3)cc2)c(Cl)c1
    2	1.6	0.18	1.6	0	0.6	-2	-63	40
(16) Cn1cccc1C(=O)OCc1cc(Cl)cc2c1OCOC2
    0	0.9	-0.84	2.2*	0	1	-9	-124	1
(17) CCOc1ccc(S(=O)(=O)Nc2ccccc2C(=O)NCC2CCCO2)cc1 (stereo not drawn)
    1	1.1	-0.5	0.7	6	0.3	-1	35	71*
(18) CS(=O)(=O)c1ncc(Cl)c(C(=O)Nc2ccc(N3CCOCC3)cc2)n1
    nt	1.2	0.08	1	-1	1.2	9	-4	-18
(19) COc1ccc(OCCCN2CCCCCC2)cc1
    1	1.5	0.73	1.1	3	0.9	11	-10	8
(20) COc1cc(/C=C2/SC(=O)N(Cc3ccccc3Cl)C2=O)ccc1OCc1ccncc1
    0	0.9	-0.21	0.5	15	0.6	-15	49	36

Just CYP2C19 act (five entries from above):
entry	Structure	CYP2C19 act
15	FC(F)(F)c1cnc(Nc2ccc(N3CCOCC3)cc2)c(Cl)c1	0.6
16	Cn1cccc1C(=O)OCc1cc(Cl)cc2c1OCOC2	1
17	CCOc1ccc(S(=O)(=O)Nc2ccccc2C(=O)NCC2CCCO2)cc1 (stereo not drawn)	0.3
18	CS(=O)(=O)c1ncc(Cl)c(C(=O)Nc2ccc(N3CCOCC3)cc2)n1	1.2
19	COc1ccc(OCCCN2CCCCCC2)cc1	0.9

(more compounds)
Values in the order – EphB4 ephrin blk	PLAP activator	PTK2B oligo ant	CYP2C9 act	PostGolgi yeast	CYP2C19 act	E coli WT exp	CYP2C9 inh	CYP2C19 inh
(21) CCCCCCOc1ccc(N2C(=O)CC(NCCc3ccc(S(N)(=O)=O)cc3)C2=O)cc1 (stereo not drawn)
    0	1.1	1.1	1	3	1	-10	-4	4
(22) Nc1nc2n(n1)C(c1ccco1)CC(c1ccccc1)N2 (stereo not drawn)
    -2	nt	-1.2	nt	7	nt	8	nt	nt
(23) COc1ccc(-c2ccc(C3C(C#N)=C(N)Oc4n[nH]c(C)c43)o2)cc1 (stereo not drawn)
    9	1	0.09	0.7	-3	0.8	1	32	22
(24) COc1ccc2[nH]c3c(N4CCC(O)(c5cccc(C(F)(F)F)c5)CC4)ncnc3c2c1
    2	1	-2.9	0.3	3	0.6	-4	67*	40
(25) CCOc1ccc2nc(SCC(=O)c3ccccc3)sc2c1
    3	0.8	1.6	1.2	2	0.8	-16	-15	23
(26) CCCCC(=O)Nc1sc2c(c1C(=O)OCC)CCC(C=O)=C2Cl
    0	1	-3*	0.9	-4	1	7	10	2
(27) CN(C)CCCN=Cc1c(O)n(Cc2ccccc2)c(=O)c2ccccc12
    -5	1.7	-0.16	0.8	8	0.9	2	18	13
(28) Cc1ccc(C2C(C#N)=C(N)Oc3n[nH]c(-c4ccccc4)c32)o1 (stereo not drawn)
    1	1.3	0.96	0.7	3	0.7	3	26	31
(29) O=C(CS(=O)(=O)Cc1ccccc1)Nc1nc2c(s1)CCCC2
    6	1.2	-0.3	1	-13	0.4	21	-3	56*
(30) CC(C)(C)SCCNC(=O)CSCc1ccc([N+](=O)[O-])cc1
    6	1.1	0.55	0.8	2	1	5	24	-1
(31) COc1ccc(C(=O)Nc2ccc(Cl)c(Cl)c2)c(OC)n1
    2	0.7	-0.5	1.1	0	1	-3	-8	-3
(32) CC1CCN(S(=O)(=O)c2ccc(S(=O)(=O)NCC(=O)C(C)(C)C)cc2)CC1
    7	0.9	0.76	0.8	-3	0.9	-3	15	15
(33) CSc1nc(N)nc(SCC(=O)CC(=O)OC(C)C)c1C#N
    4	1.2	-0.86	0.6	-5	0.9	3	43	12
(34) Cn1c(=O)n(CCc2ccccc2)c(=O)c2c1ncn2Cc1ccccc1
    3	1	-0.92	0.7	-5	0.7	1	26	33
(35) COc1cc(C(=O)Nc2ccc(-n3cnnn3)c(C)c2)cc(OC)c1OC
    2	0.8	-0.01	0.7	-3	0.7	-16	32	31
(36) COc1cccc(OC)c1OCCN1CCN(C(=O)c2ccco2)CC1
    4	1.3	0.36	1.2	11	0.8	2	-25	21
(37) CC(C)N=C(NC#N)SCC(=O)NC(C)(C)C
    -2	0.9	0.06	1	-1	0.9	-3	4	10
(38) CCOC(=O)Cc1cn2c(=O)cc(CSCC(=O)Nc3ccc(C)c(C)c3)nc2s1
    nt	1.3	0.31	0.3	-7	0.8	1	74*	21
(39) Cc1ccccc1NC(=S)NNc1ncc(C(F)(F)F)cc1Cl
    -7	1.6	0.99	1.2	-6	0.2	15	-17	77*
(40) O=C(CSc1nnc(CCc2ccccc2)n1-c1ccc(Cl)cc1)NCc1ccccc1
    -7	1.7	-0.94	0.1	12	0.2	-16	89*	84*
(41) NC(=O)c1nsnc1-c1ccccc1O
    nt	1.4	-0.28	0.8	7	1	-6	16	-4
(42) O=[N+]([O-])c1ccccc1NCCNc1ncc(C(F)(F)F)cc1Cl
    2	1.1	-1.1	1	0	1.1	3	0	-9
(43) O=C(CSc1ncn[nH]1)Nc1ccc(S(=O)(=O)N2CCCC2)cc1
    -2	1.8	0.34	0.4	9	0.9	2	61*	10
(44) COc1ccccc1NC(=O)Cn1c(=O)sc2ccccc21
    -4	1	-1.8	1	2	0.6	2	-1	39
(45) COc1ccc2nc(NC(=O)CN3CCN(C)CC3)sc2c1
    -1	1.2	0.43	1	1	1.1	6	-5	-6
(46) CCCc1ccc(OCCNC(=O)CC)cc1
    0	1.3	1.3	0.7	-5	0.4	0	29	56*
(47) CC(NC(=O)C1CCCCC1)C(=O)NC1=NCCS1 (stereo not drawn)
    1	0.8	-0.38	1	1	0.9	10	-1	8
(48) CCCCCC(=O)Nc1ccc(N2CCN(C(=O)c3ccccc3)CC2)cc1
    3	1.2	0.73	0.5	29	0.6	-5	54*	43
(49) CC(C)c1ccccc1N=C1SCCN1C1CCS(=O)(=O)C1 (stereo not drawn)
    -3	1.3	-0.66	0.7	-2	0.4	9	31	58*
(50) FC(F)(F)c1cc(-c2ccc3c(c2)OCO3)nc(NCc2ccco2)n1
    10	0.9	-0.44	0.7	5	0.7	3	26	31
(51) Cc1ccc(-n2nnc3c(=O)n(CC(=O)NCC4CCCO4)cnc32)cc1 (stereo not drawn)
    -7	1	0.07	1.3	-2	1.1	5	-26	-10
(52) Cc1cc(C(=O)CSc2nnc(NCc3ccccc3)s2)c(C)n1C
    0	1	-0.56	0.8	-5	0.8	-18	18	21
(53) Cc1cc(Cl)ccc1OCC(=O)Nn1c(C)ccc1C
    2	1.4	0.44	0.6	-11	0.1	-3	41	94*
(54) CCOc1ccc(C2=Cc3cc(OC)c(OC)cc3C(=C(Cl)Cl)O2)cc1
    -4	1.3	nt	0.8	-3	0.9	7	21	10
(55) Cn1c(NCCCN2CCOCC2)nc2c1c(=O)n(Cc1ccc(Cl)cc1Cl)c(=O)n2C
    1	1.7	-0.14	1	-2	1	-2	-2	1
(56) Cc1[nH]c2ccccc2c1C(=O)CN1CCCCC1C (stereo not drawn)
    0	1	-0.55	1	1	1	-3	-2	-1
(57) CN(C)c1nc2sc3c(c2c(=O)n1C)CC(C)(C)OC3
    0	1	0.39	1	0	0.9	-2	5	6
